M5 antag: human M5 muscarinic receptor antagonists, primary screen, CHO cells, Fluo-8 calcium fluorescence; Muscarinic acetylcholine receptor M5 (Homo sapiens), P08912; CHO-hM5 cells, ACh EC80; inhibition, % at 3 µM; actives 0.59% (n = 360,000);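 active means inhibition above a per-plate cutoff, the mean of that plate's test compounds plus 3 SD, cut at about 27% in these data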;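 further: 0% = acetylcholine EC80 with DMSO and 100% = DMSO without agonist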
Target sequence (P08912 whole entry, looked up): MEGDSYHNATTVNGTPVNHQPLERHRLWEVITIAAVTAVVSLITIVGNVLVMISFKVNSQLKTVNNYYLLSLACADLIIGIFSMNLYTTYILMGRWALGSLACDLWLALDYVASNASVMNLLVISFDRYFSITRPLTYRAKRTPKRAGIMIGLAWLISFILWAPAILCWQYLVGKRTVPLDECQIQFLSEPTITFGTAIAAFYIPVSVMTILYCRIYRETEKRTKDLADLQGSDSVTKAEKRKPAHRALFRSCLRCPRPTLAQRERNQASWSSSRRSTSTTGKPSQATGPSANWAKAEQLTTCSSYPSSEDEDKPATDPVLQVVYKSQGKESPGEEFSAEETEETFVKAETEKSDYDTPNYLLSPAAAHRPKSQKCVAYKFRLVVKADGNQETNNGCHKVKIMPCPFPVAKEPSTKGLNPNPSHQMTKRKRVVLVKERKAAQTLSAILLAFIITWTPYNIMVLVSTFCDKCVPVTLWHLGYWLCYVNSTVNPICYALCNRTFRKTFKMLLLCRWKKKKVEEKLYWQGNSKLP
CHO-K1 Ca PAM: nonselective calcium activators in parental CHO-K1 cells, primary screen, counter-screen for M1 PAM project, cell-based, Fluo-8 calcium fluorescence, full deck, 1536-well. ATP EC20; 0% at ATP EC20, 100% at ATP max. actives 0.02% (n = 360,000). activation, % at 3 µM;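 active means activation above the run cutoff, the mean activation of all test compounds plus 3 SD, cut at about 40% in these data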;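 further: peak over basal fluorescence ratio in a 140 s read after ATP addition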
M5 PAM: human M5 muscarinic receptor positive allosteric modulators, primary screen, CHO-K1 cells, Fluo-8 calcium fluorescence; Muscarinic acetylcholine receptor M5 (Homo sapiens), P08912; CHO-K1 hM5, ACh EC20 PAM; 0% = ACh EC20, 100% = ACh EC100; activation, % at 3 µM; actives 0.3% (n = 360,000); AID 624038, 2012;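 active means activation above the run cutoff, the mean activation of all test compounds plus 3 SD, cut at about 18% in these data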
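Test system: CHO-K1 hM5 cells / Doses: single-point, 3 µM nominal / Times: Post-acetylcholine fluorescence recording 140 s / Technique: Fluo-8 calcium fluorescence / Measure: Max/basal fluorescence ratio as % of EC20–EC100 ACh window / Benchmarks: low control EC20 acetylcholine (0%), high control EC100 acetylcholine (100%) / Replicates: one well per compound, no replicates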
CRFR2-BP ag: agonists of CRF-BP/CRF-R2 complex, primary screen, cell-based, HEK293, calcium dye fluorescence, uHTS; AID 588473, 2011; actives 0.46% (n = 350,000); activation, % at 13.2 µM; calcium dye fluorescence (FLIPR); percent of saturating CRF peptide response;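 active means activation of at least 50%, plus an integration ratio under a set limit after plate pattern correction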;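 further: plate controls were neutral control wells without compound for no effect and CRF at EC100 for full effect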
TAAR1 antagonist: human TAAR1 antagonists, primary screen, Fluo-8 calcium fluorescence, CHO RD-HGA16 cells | Trace amine-associated receptor 1 (Homo sapiens), Q96RJ0 | antagonist | inhibition, % at 3 µM | actives 1.5% (n = 360,000) | AID 624466, 2012;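 active means inhibition above a per-plate cutoff, the mean inhibition of test compounds on that plate plus 3 SD, cut at about 49% in these data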;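 further: 0% = DMSO plus EC80 beta-PEA response and 100% = DMSO alone without agonist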
Target sequence (Q96RJ0 whole entry, looked up): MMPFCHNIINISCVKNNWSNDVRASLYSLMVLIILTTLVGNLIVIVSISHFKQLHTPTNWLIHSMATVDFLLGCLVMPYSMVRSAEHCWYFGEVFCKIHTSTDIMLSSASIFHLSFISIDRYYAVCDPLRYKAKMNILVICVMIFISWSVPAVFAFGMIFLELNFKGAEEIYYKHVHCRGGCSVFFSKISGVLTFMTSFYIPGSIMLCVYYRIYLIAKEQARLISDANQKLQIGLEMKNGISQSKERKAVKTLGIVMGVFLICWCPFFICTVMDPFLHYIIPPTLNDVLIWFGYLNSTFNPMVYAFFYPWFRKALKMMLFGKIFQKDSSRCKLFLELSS
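Test system – hTAAR1-expressing CHO RD-HGA16 cells, Gα16-coupled · Also added – β-PEA at EC80 concentration, post-compound challenge · Compound – 3 µM, single point · Incubation – dye loading 75 min at 37 °C, then 30 min room temperature · Measured by – Fluo-8 intracellular calcium dye fluorescence, real-time kinetic reads · Benchmarks – vehicle and agonist controls · Replicates – singlicate, one well per test compound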
CHRM4 PAM: human M4 muscarinic receptor positive allosteric modulators, primary screen, CHO-K1 cells, Fluo-8 calcium fluorescence; Muscarinic acetylcholine receptor M4 (Homo sapiens), P08173; CHO-K1 hM4/Gqi5, ACh EC20; 0% = ACh EC20, 100% = maximal ACh; activation, % at 3 µM; actives 0.4% (n = 360,000); AID 624126, 2012;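 active means activation above its plate's cutoff, the mean activation of sample wells plus 3 SD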; further: some results filed as inactive read as strong as hits
TAAR1 agonist: human TAAR1 agonists, primary screen, Fluo-8 calcium fluorescence, CHO RD-HGA16 cells. Trace amine-associated receptor 1 (Homo sapiens), Q96RJ0. vehicle wells 0%, saturating PEA agonist 100%. activation, % at 3 µM. actives 0.99% (n = 360,000). AID 624467, 2012;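 active means activation above the mean activation of all test compounds in the run plus 3 SD, cut at about 38% in these data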
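System: CHO RD-HGA16 cells carrying human TAAR1 plus Gα16; Incubation: 17-24 h seeding, 75 min 37 °C dye, 30 min RT; Measured by: Fluo-8 fluorescence, 5 s baseline then 140 s kinetic read; Control set: DMSO and PEA EC100; Replication: single well for each compound.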
CRFBP-R2 block: antagonists of CRF-BP/CRF-R2 complex, primary screen, cell-based, HEK293, calcium dye fluorescence, uHTS | CRF-induced calcium fluorescence | inhibition, % at 11.8 µM | actives 0.59% (n = 350,000);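 active means inhibition of the ligand-induced calcium signal above about 50% at the single tested concentration, limit read from the data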
CHRM5 agonist: human M5 muscarinic receptor agonists, primary screen, CHO-K1 cells, Fluo-8 calcium fluorescence; activation, % at 3 µM; actives 0.19% (n = 360,000); Muscarinic acetylcholine receptor M5 (Homo sapiens), P08912; CHO-K1 hM5 cells; 0% DMSO wells, 100% maximal acetylcholine response;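 active means activation above the run's mean over test compounds plus 3 SD, cut at about 23% in these data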;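 further: signal is peak over basal fluorescence ratio across the kinetic read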
The depositor's hits bear a star; / = not tested or not shown.

SMILES	M5 antag	CHO-K1 Ca PAM	M5 PAM	CRFR2-BP ag	TAAR1 antagonist	CHRM4 PAM	TAAR1 agonist	CRFBP-R2 block	CHRM5 agonist
Cc1nc(SCc2ccccc2)c([N+](=O)[O-])[nH]1	-0.9	18.5	-1.7	-0.5	-14.9	3.8	3.0	3.0	-2.4
C=CCn1c(SCc2cccc(OC)c2)nnc1-c1ccncc1	11.0	-21.4	-5.5	0.7	-24.0	-8.7	0.7	-1.8	-1.7
Cc1ccc(NC(=O)/C=C2\NC(=O)CS2)cc1	-9.8	13.4	4.0	-0.7	7.5	8.7	3.3	8.6	-1.8
Fc1cccc(Cc2c(-c3ccc(Cl)cc3)nc3ccc(Br)cn23)c1	0.1	10.5	-1.3	/	8.4	4.1	-0.8	/	-1.5
COc1ccc(OC)c2c1sc(=NC(=O)C1CCCCC1)n2C	3.4	7.4	3.6	4.0	-20.6	3.1	7.8	10.0	-4.9
NC(=O)C1CCN(Cc2nc(-c3cccs3)no2)CC1	-7.0	15.8	5.5	0.2	-6.7	8.1	0.1	-2.9	2.2
CCN1C(=O)[C@H]2[C@H]3CN=C(SCc4ccc(OC)cc4)N3[C@@](CC)(C(=O)OC)[C@H]2C1=O	-4.7	14.3	-1.6	-1.2	1.2	-9.1	0.1	-6.2	1.9
CCOc1ccc(CC2S/C(=N/N=C/c3ccco3)NC2=O)cc1 (stereo not given)	-7.2	35.5	-8.3	-0.4	1.3	3.9	2.1	-4.8	-7.2
COc1cc([C@H](Cc2ccccc2)NC(C)=O)oc(=O)c1	-2.8	7.6	2.6	0.4	-10.3	7.5	0.9	8.0	2.2
CC(NC(=O)c1ccc(F)cc1)C(=O)NC1=NCCS1 (stereo not given)	-15.4	-4.7	-2.2	3.7	27.2	-0.2	-1.0	7.3	-2.3
CC(C)[C@H](NC(=O)[C@@H]1CSC2c3ccccc3C(=O)N21)C(=O)NC1CCCCC1 (stereo not given in full)	-9.6	16.3	2.4	-0.8	-0.8	6.8	-2.1	-8.9	-1.6
COc1ccc(NS(=O)(=O)c2ccc(-c3cnc(C4CC4)o3)cc2)cc1OC	12.8	-19.1	-12.8	-1.8	9.6	-6.3	3.3	-4.8	10.6
Cc1cccc(C)c1NC(=O)CNC(=O)C1CC(=O)N(Cc2ccccc2)C1 (stereo not given)	1.6	-3.6	0.8	0.4	-28.5	12.4	0.2	4.5	1.7
CCC1CCc2c(sc(NC(C)=O)c2C#N)C1 (stereo not given)	-8.9	21.9	5.0	-0.4	-11.1	-7.3	-1.3	-13.3	-2.4
CCCC[C@@H]1C[C@H]1[C@@H](NC(=O)c1ccco1)c1ccc(Cl)cc1	1.7	-11.9	3.5	-0.9	10.9	-5.6	1.2	9.2	-3.2
CC(=O)C1=C(C)OC(N)=C(C#N)C1c1ccncc1 (stereo not given)	0.7	-10.2	2.7	-0.5	-7.8	4.4	-0.1	8.7	-2.3
CN1/C(=C/C(=S)NC(=O)C2(C)CC2(Cl)Cl)C(C)(C)c2ccccc21 (stereo not given)	9.4	23.3	-7.4	4.7	16.2	-6.8	10.9	-27.0	-7.1
Cc1csc2ncnc(NC3CCN(Cc4ccccc4)CC3)c12	23.0	-4.0	-16.0	-1.3	16.7	-10.7	2.2	-8.6	-4.2
COCCNC(=S)N/N=C/c1ccccc1C(=O)O	6.2	-0.4	-4.4	-0.2	-0.6	4.2	11.2	-8.0	0.1
C/C(CC(=O)NCc1ccco1)=N\NC(=O)Cc1ccc(-c2ccccc2)cc1	4.2	15.8	-7.9	4.7	-18.6	6.9	1.9	5.1	-1.4
COc1ccc(/C(N)=N/OC(=O)COc2ccccc2Cl)cc1	1.9	14.1	1.6	1.9	9.8	-0.1	-0.1	3.4	-3.7
CC(=O)c1ccccc1NC(=O)c1cc(S(=O)(=O)N2CCOCC2)ccc1N1CCCC1	9.9	-10.4	-7.4	1.6	1.4	-4.2	5.7	6.5	-0.5
Cc1ccc(N(Cc2cc(=O)[nH]c3ccccc23)C(=O)CCl)c(C)c1	9.2	3.5	3.6	0.1	13.7	2.1	4.6	-11.0	-2.0
CC(=O)c1cc(Cc2csc(C(C)=O)c2)cs1	9.9	23.4	-8.4	-4.6	3.2	-3.7	1.9	21.4	-2.8
COc1cccc(C(=O)N=c2sc3cc(S(C)(=O)=O)ccc3n2C)c1	0.1	-0.2	-1.5	0.1	12.2	0.8	8.4	8.9	-1.1
CCN(CC)CCNC(=O)/C(=N\O)c1ccccn1	6.7	9.8	-3.5	-1.1	21.8	-2.1	0.9	7.5	-3.5
CC1CC=C2C(C#N)=C(N)C(C#N)(C#N)C(c3cccs3)C2C1 (stereo not given)	-0.1	-3.8	-2.8	48.9	/	0.1	/	-21.1	0.0
CC(C)CCNC(=O)C1CC(c2ccccc2[N+](=O)[O-])=NO1 (stereo not given)	7.0	16.4	-3.7	1.7	-12.1	6.2	5.2	-14.6	2.6
Clc1ccc2c(N3CCCC3)ccnc2c1	3.0	-11.2	-8.0	-0.3	-13.9	-1.7	12.6	1.1	-10.4
O=C(CCCn1c(=S)[nH]c2ccsc2c1=O)Nc1ccc(F)cc1	-0.7	16.8	-3.7	-1.9	5.0	-1.5	1.5	14.0	-0.3
COC(=O)[C@H](C)NC(=O)Nc1ccccc1F	7.8	24.2	-2.6	-0.6	7.8	3.2	3.4	5.2	-1.0
Cc1c(NCc2cc(Cl)cc(Cl)c2O)c(=O)n(-c2ccccc2)n1C	1.0	20.3	-1.4	0.8	15.8	3.7	6.8	2.6	-2.7
CCC(=O)NC(Nc1ncc(C)s1)(C(=O)OC)C(F)(F)F (stereo not given)	1.2	-7.5	4.0	1.8	-21.8	5.3	1.3	-27.1	-3.7
Cc1cccc2cc(COC(=O)C3CCCCC3)c(=O)[nH]c12	-7.8	12.7	0.9	1.9	-5.1	11.5	13.1	-6.8	-1.3
Clc1ccc(-c2cc(COc3ccccc3)on2)cc1	-12.2	5.6	3.3	1.9	-19.9	-8.0	0.1	-12.3	-3.9
CCn1cc(C(=O)NCC2CCCO2)c(=O)c2cc(S(=O)(=O)N(C)C3CCCCC3)ccc21 (stereo not given)	-1.4	1.5	-9.5	-1.0	52.0*	-1.0	9.6	2.1	2.1
Cc1csc(NC(=O)c2nc3nc(C)cc(C)n3n2)n1	-1.1	-1.5	-0.7	-1.6	13.5	0.9	0.6	-2.2	0.0
Cc1ccccc1C(=O)c1cccn1CC(=O)NCc1ccc(F)cc1	-2.3	-0.3	-0.1	-0.1	-22.6	1.5	2.9	0.9	-6.5
CCOC(=O)c1nn(-c2cccc(Cl)c2)c2nc(CC(C)C)c(C#N)c(=O)n12	2.7	5.1	-0.5	0.7	-30.8	9.7	8.8	1.4	-2.0
CCOC(=O)CSC1=Nc2ccccc2C2=NC(CC(=O)NCc3ccc(OC)cc3)C(=O)N12 (stereo not given)	-0.7	8.2	2.3	-0.7	4.5	-1.3	7.7	17.4	-0.3
C=CCn1c(COc2cc(C)ccc2C(C)C)nnc1SCC(=O)c1c(N)n(C)c(=O)n(C)c1=O	-4.9	13.8	0.5	-0.7	1.3	3.0	7.8	-32.0	1.0
CCc1nn(CC(=O)NCCc2ccc(Cl)cc2)c(=O)c2cccn12	2.5	14.7	6.0	-2.3	-12.4	2.8	0.1	-1.8	-2.1
COc1ccc(Cl)cc1C(=O)NNC(=S)NC(=O)c1cc(-c2ccccc2)nc2ccccc12	6.0	-0.8	1.2	20.3	74.7*	2.6	104.3*	33.7	-0.1
Cn1nc(-c2ccc(C(=O)Nc3cccc(Cl)c3)cc2)c2ccccc2c1=O	-0.8	0.5	-2.3	0.0	10.3	1.4	2.0	13.0	-1.9
OCCN1CCN(CCCN2c3ccccc3CCc3ccccc32)CC1	12.4	21.1	-16.6	-0.1	-18.9	-0.5	1.8	-20.3	-3.4
O=C(O)c1ccccc1C(=O)NCCc1ccc(Cl)cc1	-2.7	15.0	-6.2	0.2	16.9	7.1	60.0*	-1.4	-5.0
O=C(N/N=C/c1c(Cl)[nH]c2ccccc12)c1ccc2c(c1)OCCO2	-9.5	7.3	-0.9	0.1	14.9	-6.5	5.5	2.6	5.5
CNC(=S)N/N=C(\C)c1cccc(C(F)(F)F)c1	6.2	11.6	-0.1	-1.3	-2.4	4.0	0.2	-14.5	-4.2
N#C/C(=C\c1cccc([N+](=O)[O-])c1)C(=O)Nc1cccnc1	-0.1	-9.1	1.0	0.7	-26.3	-2.0	3.1	-11.2	-2.7
Cc1ccc2c(c1)CCCN2C(=O)c1ccco1	0.1	12.6	-2.5	-1.6	15.7	-5.3	-2.5	11.7	1.2
Cc1csc2c(N3CCN(C(=O)c4ccc(C(C)(C)C)cc4)CC3)ncnc12	18.4	-27.3	-27.6	-4.4	-18.9	-34.4	0.5	4.3	4.9
Cc1nc2c(oc3ccc(Cl)cc32)c(=O)[nH]1	0.9	17.3	3.3	4.2	2.5	6.9	-0.5	-2.0	2.3
O=C(CN1CCOCC1)Nc1cccc([N+](=O)[O-])c1	-11.0	15.0	12.0	-0.1	-7.7	2.3	0.4	-0.9	4.3
CC(NC(=O)Nc1ccc(F)cc1F)c1ccc2c(c1)OCO2 (stereo not given)	-3.7	14.8	1.2	0.6	9.3	2.2	-0.2	12.5	-1.1

Structural class: those above containing an aryl thioether with sulfur outside any ring
SMILES	M5 antag	CHO-K1 Ca PAM	M5 PAM	CRFR2-BP ag	TAAR1 antagonist	CHRM4 PAM	TAAR1 agonist	CRFBP-R2 block	CHRM5 agonist
Cc1nc(SCc2ccccc2)c([N+](=O)[O-])[nH]1	-0.9	18.5	-1.7	-0.5	-14.9	3.8	3.0	3.0	-2.4
C=CCn1c(SCc2cccc(OC)c2)nnc1-c1ccncc1	11.0	-21.4	-5.5	0.7	-24.0	-8.7	0.7	-1.8	-1.7
C=CCn1c(COc2cc(C)ccc2C(C)C)nnc1SCC(=O)c1c(N)n(C)c(=O)n(C)c1=O	-4.9	13.8	0.5	-0.7	1.3	3.0	7.8	-32.0	1.0

From PubChem
